Screens (PubChem BioAssay)
mHTT CaM bind – mutant huntingtin-calmodulin interaction inhibitors – biochemical, AlphaScreen, primary screen. AlphaScreen His-mHTT/GST-CaM binding, luminescence. inhibition, % at 15 µM. P42858. actives 3.6% (n = 190,000);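 further: 0% = both proteins with DMSO and 100% = one protein alone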
Pf apPOL inh – Pf-apPOL inhibitors, biochemical, fluorescence; AID 1794808, 2022; Recombinant Pf-apPOL, molecular beacon fluorescence, 1.5 h; actives 0.25% (n = 210,000); Plasmodium falciparum apicoplast DNA polymerase (apPOL); inhibition, % at 10 µM
Numbers without * were called inactive; i = inactive; nt = no result given; & = joins results of further samples. No stated cut-off is given here; in the data, active means inhibition above about 50%; inactive means the rest. An unsorted share of the library. About 3.5% of those tested had a hit in this group.

molecule	Pf apPOL inh	mHTT CaM bind
COC(=O)c1ccc(S(=O)(=O)N2CCCN(Cc3ccccc3)CC2)n1C	-2	nt
O=C1Nc2ccc(Br)cc2/C1=N\N=C\c1c[nH]c2ccccc12	nt	i
COCCCN1C(=O)C(O)=C(C(=O)c2ccc(C)o2)C1c1ccc(Br)cc1 (stereo unspecified)	-1	13
O=C(CC1CCCCC1)Nc1ccccc1	7	-10
Cc1nc(C)c(Cc2ccccc2C)c(N2CCN(C(=O)NC(C)C)CC2)n1	-3	2
CCOc1ccc(NC(=O)C2(C)Oc3cccnc3NC2=O)cc1 (stereo unspecified)	0	4
Cc1ccc(NC(=O)c2c(O)c3ccccc3[nH]c2=O)c(C)c1	-2	3
CCCCCCOc1ccc(/C=c2\sc3nc(-c4ccncc4)nn3c2=O)cc1OC	23	3
CC1CCN(C(=O)COc2coc(CN3CCN(c4ccc(F)cc4)CC3)cc2=O)CC1	-1	-8
CCOc1ccc(-n2c(=O)c3sccc3n(Cc3cccnc3)c2=O)cc1	-2	-2
COc1ccc(N2CCN(Cc3ccc(OC)c(C)c3C)CC2)cc1	-5	19
COc1cccc(S(=O)(=O)N2CCC(c3noc(-c4cccc(C)c4)n3)CC2)c1	-7	-8
O=C(c1cnn2c1NC(c1ccc(Br)cc1)CC2C(F)(F)F)N1CCCC1 (stereo unspecified)	19	6
CC(=O)N1CCc2cc(Br)cc(S(=O)(=O)CC(=O)Nc3cc(C)ccc3C)c21	3	13
C=CCNS(=O)(=O)c1cc(Cl)ccc1Cl	12	-7
Cc1ccc(C2C=C(c3ccc(Br)cc3)Nc3nnnn32)c(C)c1 (stereo unspecified)	-6	3
CC(=O)Nc1ccc(S(=O)(=O)NCCSCc2cccc(C)c2)cc1	-6	3
COc1ccc(N=Cc2cc(Br)ccc2O)cc1OC	-4	17
Cc1cccc(N(CC(=O)O)S(=O)(=O)c2ccccc2)c1C	0	-2
CC(=O)c1ccc(S(=O)(=O)N2CCC(c3noc(-c4ccc(F)cc4)n3)CC2)cc1	-6	-9

In another format: entries from further up
Results follow in this order: Pf apPOL inh | mHTT CaM bind
> Cc1ccc(NC(=O)c2c(O)c3ccccc3[nH]c2=O)c(C)c1
    -2 | 3
> CCCCCCOc1ccc(/C=c2\sc3nc(-c4ccncc4)nn3c2=O)cc1OC
    23 | 3
> CC1CCN(C(=O)COc2coc(CN3CCN(c4ccc(F)cc4)CC3)cc2=O)CC1
    -1 | -8

Among those listed so far, these contain fluorine.
molecule	Pf apPOL inh	mHTT CaM bind
CC1CCN(C(=O)COc2coc(CN3CCN(c4ccc(F)cc4)CC3)cc2=O)CC1	-1	-8
O=C(c1cnn2c1NC(c1ccc(Br)cc1)CC2C(F)(F)F)N1CCCC1 (stereo unspecified)	19	6
CC(=O)c1ccc(S(=O)(=O)N2CCC(c3noc(-c4ccc(F)cc4)n3)CC2)cc1	-6	-9

Further results
molecule	Pf apPOL inh	mHTT CaM bind
CCOc1ccc(NS(=O)(=O)c2cccc([N+](=O)[O-])c2)cc1	-1	-6
O=C(C1CCN(CC2CC=CCC2)CC1)N1CCCCC1 (stereo unspecified)	15	-5
CCOc1ccccc1NC(=O)N1CCC2(CC1)NC(=O)c1ccccc1N2C	-3	-7
CN(C)Cc1c(O)ccc2cc(-c3nc4ccccc4[nH]3)c(=O)oc12	-4	-3
Nc1nc2ncc([N+](=O)[O-])cn2n1	-8	-2
O=C(Cc1cccc(F)c1)Nc1cnc(-c2cccnc2)nc1	-7	26
COc1ccc(C=C2Oc3cc(OC(=O)c4c(OC)cccc4OC)ccc3C2=O)cc1OC	-6	-10
O=C(c1cccc(OCC2CCCN(C(=O)c3c(F)cccc3Cl)C2)c1)N1CCCC1 (stereo unspecified)	-2	2
NNc1c(F)c(F)cc(F)c1F	nt	-11
COc1ccccc1NC(NC(=O)c1cccs1)C(=O)c1ccccc1 (stereo unspecified)	-3	6
Cc1cccc(N2C=C(C#N)S(=O)(=O)c3ccccc32)c1	0	-3
O=C(/C=C/c1ccc2c(c1)OCO2)Nc1ccc(Cl)cc1	-3	5
COc1ccc(C(=O)Nc2ccc(N3CCCC3)cc2)cc1Br	-10	21
O=C(Nc1ccc2oc(-c3cc(F)c(F)cc3Cl)nc2c1)c1cccnc1	-2	-5
COc1ccc(OC)c(CNC(=O)C2CCN(S(=O)(=O)N3CCC(C)CC3)CC2)c1	-9	18
Cc1nn2c(=O)/c(=C/C=C/c3ccccc3)sc2nc1=O	5	-2
O=c1oc2ccccc2n1Cc1c(F)cccc1Cl	-2	-6
CCSC1=C(C#N)C(c2ccc([N+](=O)[O-])cc2)CC(=O)N1 (stereo unspecified)	2	-9
O=C(O)CCC(=O)NCCN1CCNC1=O	2&-5	nt
CCCCC(=O)Nc1cc(C(=O)O)cc(C(=O)O)c1	-11	0

molecule	Pf apPOL inh	mHTT CaM bind
Cc1cc(C(=O)NCCC(=O)NC2CC2)no1	-1	1
COc1ccc(C=C2Oc3c(CN4CCN(C)CC4)c(O)cc(C)c3C2=O)cc1OC	-3	22
CC1(C)Cc2ccccc2C2=C(C(=O)N3CCCCC3)C(=O)C(=O)N21	-3	-2
C=CCOc1c(Br)cc(C=O)cc1OC	-6	-5
O=C(NCCc1ccncc1)C1CCCN(c2cnn(Cc3ccccc3)c(=O)c2)C1 (stereo unspecified)	-9	1
Cc1noc(-c2ccccc2)c1NC(=O)Nc1ccc2sccc2c1	-11	nt
O=C(CSc1ncn[nH]1)N1c2ccccc2Sc2ccccc21	-6	nt
O=C(NC1(c2nc(-c3cccnc3)no2)CCCCC1)c1nccc2ccccc12	0	11
CCC(C(=O)Nc1ccc2c(N3CCOCC3)ncnc2c1)c1ccccc1 (stereo unspecified)	-4	46
CC(=O)N1CCOc2cc(S(=O)(=O)N3CCC(CN4CCC(C)CC4)CC3)c(C)cc21	2	-4
Cc1ccc(OCc2noc(-c3ccccc3Cl)n2)cc1	0	-219
NC(=O)c1cc2nc3c(c(C(F)(F)F)n2n1)CCc1ccccc1-3	14	32
Brc1cccc(-c2nnc(SCc3nnc(-c4ccccc4)o3)o2)c1	-2	-5
CCOC(=O)c1cnc(SCC(=O)c2ccc(Cl)cc2Cl)[nH]1	4&-12	nt
CCCCSc1cc2c(c([N+](=O)[O-])c1)-c1c(cc(SCCCC)cc1[N+](=O)[O-])C2=O	-65	nt
O=C(Nc1ccc(Cl)cc1)N1CCN(Cc2nc3cccnc3n2-c2ccccc2)CC1	-1	1
CSC1=NSC2=NC(=O)/C(=C\c3ccc(-c4cccc(C(=O)O)c4)o3)C(=N)N12	-5	-2
O=C(c1ccccn1)N(c1ccccc1)C1(C(=O)NC2CCCC2)CCCCC1	-5	6
CN(C)S(=O)(=O)c1ccc(C(=O)Nc2cccc(C(=O)N3CCOCC3)c2)cc1	-1	1
CN(C)c1cc(OC2CCNC2)ncn1 (stereo unspecified)	-11	-4

Structural class: the entries above with bromine
molecule	Pf apPOL inh	mHTT CaM bind
O=C1Nc2ccc(Br)cc2/C1=N\N=C\c1c[nH]c2ccccc12	nt	i
COCCCN1C(=O)C(O)=C(C(=O)c2ccc(C)o2)C1c1ccc(Br)cc1 (stereo unspecified)	-1	13
O=C(c1cnn2c1NC(c1ccc(Br)cc1)CC2C(F)(F)F)N1CCCC1 (stereo unspecified)	19	6
CC(=O)N1CCc2cc(Br)cc(S(=O)(=O)CC(=O)Nc3cc(C)ccc3C)c21	3	13
Cc1ccc(C2C=C(c3ccc(Br)cc3)Nc3nnnn32)c(C)c1 (stereo unspecified)	-6	3
COc1ccc(N=Cc2cc(Br)ccc2O)cc1OC	-4	17
COc1ccc(C(=O)Nc2ccc(N3CCCC3)cc2)cc1Br	-10	21
C=CCOc1c(Br)cc(C=O)cc1OC	-6	-5
Brc1cccc(-c2nnc(SCc3nnc(-c4ccccc4)o3)o2)c1	-2	-5

Carrying on:
molecule	Pf apPOL inh	mHTT CaM bind
COc1cccc(CNC(=O)N2CCC(N3CCN(Cc4ccccc4)C3=O)CC2)c1	-6	3
COc1ccc([N+](=O)[O-])cc1/C=C1\SC(=O)N(c2ccccc2)C1=O	-2	9
CC(C)n1cc2cc(C(=O)NCCc3ccccn3)sc2c1	-2	20
COc1ccc(Cl)cc1C(=O)N1CCN(c2cccc(Cl)c2)CC1	0	0
COc1ccc(C=C2Oc3cc(OC)ccc3C2=O)cc1	4	-8
CC1CN(C(=O)Nc2cn(C)c3ccccc23)CC(C)O1 (stereo unspecified)	4	8
Cc1ccc(F)c(NC(=O)C2CC(=O)N(c3ccc4c(c3)CCN4C(=O)C3CC3)C2)c1 (stereo unspecified)	-3	4
Fc1ccccc1CN1CCc2nc(Nc3ccccc3F)ncc2C1	-2	-5
N#CC1=C(N)Oc2c(oc(CO)cc2=O)C1c1ccc2c(c1)OCO2 (stereo unspecified)	-2	-3
Cn1c(N2CCCCC2)nc2c1c(=O)n(Cc1cccc(Br)c1)c(=O)n2C	-4	-4
O=C(Nc1ccc(S(=O)(=O)N2CCCC2)cc1)C1CCCCC1	-11	-4
COc1cc(C2=NOC(C(=O)NCc3ccccc3)C2)cc(OC)c1OC (stereo unspecified)	-4	-7
CCc1nc2cc(-c3noc(-c4ccccc4C)n3)ccc2o1	1	-34
CCCN1C(=O)Cc2ccccc2C1C(=O)NCc1ccc(C)o1 (stereo unspecified)	-5	16
Cc1ccc(NC(=O)N2CCC(c3nc4cccnc4n3C)C2)cc1F (stereo unspecified)	-2	-10
O=C(c1cc2c(s1)CCCC2)N1CC2CC1CC2NS(=O)(=O)c1ccccc1 (stereo unspecified)	0	6
CCN1CCCn2nc(C3CCN(S(=O)(=O)c4ccc(F)cc4)CC3)cc2C1=O	0	2
CC(=O)Nc1ccc(C2(C(=O)NC(C)c3ccc(F)cc3)CCCCC2)cc1 (stereo unspecified)	4	-3
Cn1c(=O)[nH]c(=O)c2c1nc(Br)n2CC(=O)c1ccccc1	-5	2
COc1cc(C(=O)Nc2ccc3oc(-c4cccnc4)nc3c2)cc(OC)c1OC	1	-2

molecule	Pf apPOL inh	mHTT CaM bind
COc1ccc(-c2c(-c3ccc(O)cc3O)n[nH]c2C(F)(F)F)cc1	2	21
COc1ccc(CN2CCN(C(=O)c3ccc(F)cc3)CC2)c(OC)c1	-2	7
CC(=O)N1N=C(c2ccc([N+](=O)[O-])cc2)CC1c1ccccc1 (stereo unspecified)	-4	15
COc1nccnc1NC1CCN(C(=O)c2ccoc2)CC1	-4	2
COc1ccc(C)cc1NC(=O)c1coc(=O)c2ccccc12	0	3
Cc1cc(F)ccc1S(=O)(=O)Nc1ccc2c(c1)OCC(C)(C)C(=O)N2	-8	-4
NNC(=O)C1SCCN1S(=O)(=O)c1ccc(Cl)cc1 (stereo unspecified)	1&-12	nt
CC(C)[C@@H](CN=[N+]=[N-])N1CCN(Cc2ccccc2)CCC1=O	-1	16
Cc1onc(-c2ccccc2)c1CN1CCS(=O)(=O)CC1	0	nt
COc1cccc(-c2cc(C3CCN(C(=O)Nc4cccc(C(C)=O)c4)CC3)[nH]n2)c1	-1	15
CCc1cccc(NC(=O)N2CCc3nc(-c4ccccc4)ncc3C2)c1	-1	0
CCCN(C)C(=O)c1ccc(-c2ccnc(N3CCCC3)n2)cc1	-16	21
O=C1NC(=Nc2ccccc2)S/C1=C/c1cc(Br)ccc1O	-41	55*
Cc1csc(NC(=O)CCC2NC(=O)c3ccccc3NC2=O)n1 (stereo unspecified)	-13	-10
CCOc1ccc(C(=O)Nc2cccc(-c3nc4ncccc4o3)c2)cc1Cl	-9	-3
Cc1ccc(CN(Cc2cccnc2)C(=O)Nc2ccc(Cl)cc2)cc1	-12	8
CC(=O)c1cc2c(cc1NC(=O)c1ccccc1Br)OCCO2	-7	0
COC(CNc1cccc(Cl)c1C#N)OC	0	nt
O=C(Nc1nc(C(=O)NCCC2=CCCCC2)co1)c1ccsc1	-9	0
CCCCCC(=O)N1C[C@H](O)[C@@H](n2cc(-c3ccc(F)cc3)nn2)C[C@@H]1c1ccc(OC)cc1	3	18

molecule	Pf apPOL inh	mHTT CaM bind
COc1cccc(C=C2Oc3cc(O)ccc3C2=O)c1	-9	0
Oc1ccccc1-c1nc(-c2ccc3c(c2)CCO3)n[nH]1	8	nt
CCC12CN3CC(CC)(CN(C1)C3c1cccs1)C2=O (stereo unspecified)	-1	-6
COc1ccc(C(=O)N2CCCc3cc(C)ccc32)nn1	-2	-2
COc1cc(C2NC(=S)NC(C)=C2C(=O)OC(C)C)ccc1O (stereo unspecified)	-3	2
COC(=O)c1cc(S(=O)(=O)NCC2CN(Cc3ccccc3)CN(Cc3ccccc3)C2)oc1C	5	nt
COc1cc(CN2CCN(Cc3ccccc3)CC2)cc2c1OCO2	0	1
O=[N+]([O-])c1ccccc1S(=O)(=O)NCc1ccc(Cl)c(Cl)c1	-1	17
CC1CN(C(=O)Cc2ccsc2)CC1c1nc(-c2ccncc2)no1 (stereo unspecified)	-6	3
CC(=O)Nc1ccc(NS(C)(=O)=O)cc1	-7	-5
CC(C)[C@H]1COC(c2cccc([N+](=O)[O-])c2)=N1	-8	-8
COc1ccc(-c2nc3ccccc3c(C(=O)N3CCOCC3)c2C)cc1	-4	5
O=C(O)CC1CCCCO1 (stereo unspecified)	nt	1
CCCn1cc(C2=CCN(C(=O)Nc3cccc(C(=O)OC)c3)CC2)c2cccnc21	-6	0
CN1C(=O)c2ccccc2Oc2ccc(C(=O)NC3CCCC3)cc21	-3	-3
Cc1noc(C2CN(C(=O)CN3CCOCC3)CC23CCN(C)CC3)n1 (stereo unspecified)	-4	2
